Screening results from PubChem.
All columns: NCI-60 one-dose screen, growth in % after 48 h at 10 µM unless noted; 100 = growth as untreated, 0 = no growth, -100 = all killed.
OVCAR-4: OVCAR-4 ovarian cancer cells | AID 1794784 | hit rate 3.7% among 80,000
NCI-H23: NCI-H23 lung cancer; hit rate 4% among 80,000; AID 1794731
OVCAR-3: OVCAR-3 ovarian cancer; hit rate 7% among 79,000
IGROV1: IGROV1 ovarian cancer; hit rate 4.7% among 79,000; AID 1794786
NCI/ADR-RES: NCI/ADR-RES ovarian cells; hit rate 4.4% among 81,000; AID 1794790
OVCAR-5: OVCAR-5 ovarian cancer. hit rate 2.9% among 82,000
NCI-H522: NCI-H522 lung cancer; hit rate 8% among 78,000
OVCAR-8: OVCAR-8 ovarian cancer | hit rate 4.4% among 81,000 | AID 1794782
SK-OV-3: SK-OV-3 ovarian cancer cells; hit rate 3.2% among 80,000
An asterisk follows results filed as active; / = not tested or not shown; & = joins results of further samples. How the source made its calls: active means growth percent below 10; inactive means the rest.

Results follow in this order: OVCAR-4 | NCI-H23 | OVCAR-3 | IGROV1 | NCI/ADR-RES | OVCAR-5 | NCI-H522 | OVCAR-8 | SK-OV-3
1: Cn1cccc1-c1cc(-c2cccc(F)c2)c(C#N)c(=O)[nH]1
 : 100 | 96 | 106 | 100 | 103 | 101 | 86 | 99 | /
2: COc1cc2c(cc1OC)/C(=C\c1sc(=S)n(CCC(=O)O)c1O)C(C(=O)O)=N2
 : 89 | 91 | 104 | 70 | 96 | 95 | 88 | 99 | 106
3: COc1ccc(C2C=C(c3ccc(Cl)cc3)N=C3SC(C)=CN32)cc1 (centres undefined)
 : 81 | 99 | 93 | 92 | 95 | 94 | 88 | 91 | 109
4: O=C1/C(=C/c2coc3ccccc3c2=O)N=C(c2ccc(Cl)cc2)N1c1ccc(S(=O)(=O)Nc2ncccn2)cc1
 : 89 | 99 | 102 | 96 | 97 | 94 | 85 | 85 | 96
5: Cc1cc(C)cc(/C=N/NC(=O)c2ccc(-n3cc(-c4ccccc4)nn3)cc2)c1
 : 110 | 98 | 107 | 85 | 103 | 86 | 98 | 104 | 92
6: COc1ccc(NC(=O)CSc2nc(-c3ccc(OC)c(OC)c3)cc(-c3cc(OC)c(OC)c(OC)c3)n2)cc1
 : 106 | 101 | 114 | 122 | 99 | 99 | 80 | 94 | 109
7: COc1ccc(/C=C2/Sc3c(F)cccc3C2=O)c(OC)c1
 : 106 | 104 | 107 | 100 | 104 | 109 | 94 | 104 | 106
8: O=C(CC1(O)C(=O)Nc2c(Cl)ccc(Cl)c21)c1ccc(Cl)cc1 (centres undefined)
 : 93 | 105 | 105 | 103 | 113 | 108 | 77 | 108 | 85
9: COc1ccc2[nH]c(=O)c(CSc3ccc(Nc4nccc(-c5ccc(C(F)(F)F)cc5)n4)cc3)cc2c1
 : 92 | 95 | 120 | 111 | 72 | 88 | 89 | 97 | 113
10: C/C=C/CN(C)c1ccccc1
 : 93 | 92 | 116 | 93 | 93 | 86 | 100 | 86 | 101
11: Nc1ncnc2c1NC(c1ccc3c(c1)OCO3)CC(c1ccc([N+](=O)[O-])cc1)N2 (centres undefined)
 : 101 | 101 | 102 | 134 | 102 | 101 | 148 | 111 | 90
12: CCC(=O)Nc1ccc(C)c(Cl)c1
 : 109 | 100 | 111 | 109 | 105 | 103 | 94 | 96 | 101
13: CCOC(=O)c1c(N2CCOCC2)[nH]c(=O)c(C=Nc2c(Cl)cccc2Cl)c1O
 : 99 | 100 | 106 | 97 | 104 | 100 | 94 | 100 | 105
14: CCN(CC)CCCOc1ncnc2ccc(Cl)cc12
 : 106 | 113 | 120 | 98 | 109 | 111 | 83 | 107 | 109
15: COc1ccc(/C=C2\SC(=S)N(CCCN3CCOCC3)C2=O)c(OC)c1
 : 91 | 99 | 103 | 115 | 93 | 104 | 80 | 96 | 105
16: C/C=C/C(C(=O)NC(N)=O)C(C)C (centres undefined)
 : 105 | 94 | 104 | 104 | 103 | 102 | 97 | 102 | 100
17: NC(N)=NCCC[C@@H]1NC(=O)[C@H](Cc2ccc(O)cc2)NC(=O)CNC(=O)[C@H](CO)NC(=O)[C@H](Cc2ccccc2)NC1=O
 : 110 | 93 | 102 | 96 | 91 | 87 | 89 | 97 | 90
18: O=C(Nc1ccc2oc(=O)ccc2c1)Nc1c(Br)cc(F)cc1Br
 : 98 | 108 | / | 107 | 110 | 117 | 98 | 104 | 118
19: NC(=O)C1(Nc2ccc(-c3ccc(Cl)cc3)cc2)CCCC1
 : 103 | 94 | 108 | 98 | 89 | 96 | 87 | 94 | 91
20: N#Cc1c(NCc2ccc(Cl)cc2)oc(-c2ccccc2)c1-c1ccccc1
 : 90 | 88 | 97 | 68 | 100 | 107 | 67 | 96 | 80
21: CCCN(CCC)C(=O)c1ccc(C)cc1
 : 110 | 99 | 109 | 106 | 100 | 95 | 82 | 103 | 95
22: C[C@]1(CO)O[C@@H](n2cc(F)c(=O)[nH]c2=O)C[C@@H]1O
 : 92 | 50 | 68 | 63 | 33 | 100 | 55 | 29 | 30
23: CCOC(=O)c1cnn2c(SC)ncnc12
 : 87 | 101 | 108 | 107 | 99 | 111 | 83 | 93 | 94
24: COc1ccc(Cn2cc3c(c2-c2ccccc2)CCc2cncnc2-3)cc1
 : 93 | 70 | 30 | / | 12 | 77 | 26 | 70 | 77
25: Fc1ccc(COc2cccc(-c3nc4sccn4c3-c3ccncn3)c2)cc1
 : 65 | 78 | 89 | 66 | 88 | 90 | / | 78 | /
26: C=CCOC(=O)CCCCCC1CCCCC1
 : 102 | 92 | 102 | 111 | 103 | 107 | 99 | 101 | 111
27: CC1(C)OC(=O)C(c2ccccc2)O1 (centres undefined)
 : 120 | 106 | 119 | 112 | 101 | 113 | 99 | 106 | 114
28: OC1C2COC(O2)C(O)C1O (centres undefined)
 : 114 | 105 | 112 | 133 | 124 | 105 | 114 | 105 | 110
29: NC(=S)N1CCOCC1
 : 105 | 102 | 106 | 88 | 110 | 111 | 83 | 114 | 87
30: Nc1nc(C(=O)O)cs1
 : 100 | 104 | 109 | 96 | 97 | 106 | 97 | 104 | 108

(31) COc1ccc(/C=N/C2=C(C#N)C(c3ccc([N+](=O)[O-])cc3)c3c(ccc4ccccc34)O2)cc1 (centres undefined)
(32) CCCCSc1nc(Nc2ccc(/C(C)=N/NC(N)=S)cc2)c(C#N)c(-c2ccc(OC)cc2)n1
(33) Cc1ccc(N=Nc2c(S(=O)(=O)O)cc3cc(S(=O)(=O)O)c(N=Nc4ccc([N+](=O)[O-])cc4)c(O)c3c2N)cc1
(34) COc1cc(-c2cc(-c3nnc(/C=C/c4ccc5c(c4)OCO5)o3)[nH]n2)cc(OC)c1OC
(35) CCCCOCCOC(=O)c1ccc(Cl)cc1
(36) COc1ccc(OC)c2c(C)c(C)[nH]c12
(37) CN1CCC(OC2c3ccccc3CCc3ccccc32)CC1
(38) COc1ccc(-c2cs/c(=N\N=C\c3ccc(C#N)cc3)n2C)cc1
Screen / compound no.,31,32,33,34,35,36,37,38
OVCAR-4,78,-44*,109,83,105,95,94,56
NCI-H23,82,31,96,76,107,95,95,78
OVCAR-3,82,-27*,105,102,108,112,106,85
IGROV1,50,68,115,105,107,105,109,67
NCI/ADR-RES,98,26,105,75,119,98,96,88
OVCAR-5,101,130,105,104,126,98,95,92
NCI-H522,77,86,91,106,110,101,97,72
OVCAR-8,88,12,98,51,103,100,98,87
SK-OV-3,81,95,105,105,107,106,96,64

(39) NC(=O)c1cc(N)nc(Cl)n1
(40) CCCCCCCCCCC(C(O)c1ccccc1)N1CCCCC1 (centres undefined)
(41) O=C(CCl)Nc1ccccc1SCc1cc(Cl)cc2c1OCOC2
(42) COc1ccc2nc(Cl)c(-c3cc(-c4ccccc4)nc(N)n3)cc2c1
(43) O=C(Cc1ccccc1)N(CCO)CCO
(44) COc1ccc(CNNC(=O)c2ccncc2)c(OC)c1OC
(45) COc1ccccc1/C=N\NC(=O)c1ccncc1
(46) NC(Cc1ccc(O)cc1)C(=O)N/N=C/c1ccccc1Cl (centres undefined)
Screen / compound no.,39,40,41,42,43,44,45,46
OVCAR-4,99,41,48,84,106,/,/,104
NCI-H23,96,50,83,38,111,102,98,99
OVCAR-3,107,/,26,12,105,107,113,104
IGROV1,93,2.8*,-43*,53,107,109,105,104
NCI/ADR-RES,97,50,101,-43*,108,107,102,104
OVCAR-5,108,47,101,51,104,97,98,115
NCI-H522,88,18,-75*,47,/,102,106,/
OVCAR-8,105,63,75,-68*,102,104,127,99
SK-OV-3,108,36,81,95,108,124,99,106

(47) CCCC1Cc2cc(-n3nc(C)c4c3CC(C)(C)CC4=O)cc(NC3CCC(O)CC3)c2C(=O)N1 (centres undefined)
(48) C=C1C(=O)O[C@H]2[C@H]1CC/C(COC(=O)NC1CCC(O)CC1)=C\CC[C@@]1(C)O[C@@H]21 (some centres undefined)
(49) CC(=O)O[C@H]1CC[C@]2(C)[C@H]3CC=C4[C@@H]5CC(C)(C)CC[C@]5(C(=O)NCCCCNCCCN)CC[C@@]4(C)[C@]3(C)CC[C@H]2C1(C)C
(50) CS(=O)(=O)c1ccc(N2N=C(c3ccc(Cl)cc3)CCC2=O)cc1
(51) NC(=O)c1cccc(-n2ccc3cc(NC(=O)c4ccc(F)c(C(F)(F)F)c4)ccc32)n1
(52) CCCCC1(CC)COC(c2ccc(C(C)C)cc2)OC1 (centres undefined)
(53) C[C@H](c1nc2ccccc2[nH]1)[C@H]1CC[C@H]2[C@@H]3CCC4=CC(=O)CC[C@]4(C)[C@H]3CC[C@]12C
(54) Nc1cccc2c1C(=O)OC2=O
Screen / compound no.,47,48,49,50,51,52,53,54
OVCAR-4,62,76&78,101,98,53,112,78,86
NCI-H23,34,51&58,99,65,84,97,86,103
OVCAR-3,53,46&45,103,91,64,109,104,119
IGROV1,25,78&97,97,/,98,113,100,104
NCI/ADR-RES,47,100&100,101,58,40,108,96,105
OVCAR-5,59,84&84,113,107,86,107,93,84
NCI-H522,39,-12*,99,25,71,89,96,98
OVCAR-8,40,80&77,97,95,39,98,92,103
SK-OV-3,17,104&103,111,95,/,85,94,95

(55) CCNC(CCCC1CCCCC1)C(=O)O (centres undefined)
(56) NS(=O)(=O)c1ccc(Nc2nc(NNC(=O)CCl)nc(Nc3ccccc3)n2)cc1
(57) Cc1cccc(NS(=O)(=O)N2CCCCC2)c1
(58) Cc1c(C)c2c(c(C)c1OC(=O)CCC(=O)[O-])CCC(C)(CCCCCCCCCCC[P+](c1ccccc1)(c1ccccc1)c1ccccc1)O2 (centres undefined)
(59) CC(C)(C)c1cc(CC(Cc2cc(C(C)(C)C)cc(C(C)(C)C)c2)(C2=N[C@@H]3c4ccccc4C[C@@H]3O2)C2=N[C@H]3c4ccccc4C[C@H]3O2)cc(C(C)(C)C)c1
(60) COc1ccc(-c2nc(SC(C)C)nc(NC3CC3)c2C#N)cc1
(61) CC(=O)NCC1(c2ccccc2)CCN(CCCC(=O)c2ccc(F)cc2)CC1
(62) Cc1ccc2nc(C)c(-c3nnc(SCCC(C)C)o3)n2c1
Screen / compound no.,55,56,57,58,59,60,61,62
OVCAR-4,106,106,114,-1.7*,104,74,119,98
NCI-H23,104,112,102,-16*,100,97,103,91
OVCAR-3,92,106,101,-76*,109,101,106,124
IGROV1,119,101,105,-13*,107,102,110,83
NCI/ADR-RES,108,111,101,74,98,89,106,93
OVCAR-5,97,110,105,14,106,98,119,100
NCI-H522,95,86,92,-26*,92,97,91,83
OVCAR-8,101,107,114,3.7*,101,84,94,91
SK-OV-3,97,128,101,-27*,104,113,98,/

(63) Nc1nc2ccccc2c2c(=O)c3cccc(Cl)c3sc12
(64) COc1ccc(-c2ccc3c(c2)sc2nc(-c4ccc(F)cc4)cn23)cc1
(65) Cc1ncc(C(=O)Nc2ccc(CN3CCN(C)CC3)c(C(F)(F)F)c2)cc1C#Cc1cncc2ncccc12
(66) C[n+]1ccccc1
(67) Cc1ccc2c(n1)C(=O)C(Br)=C(CCc1ccccc1)C2=O
(68) COc1ccc(-c2cc(-c3cccnc3)c(C#N)c(=O)[nH]2)cc1S(N)(=O)=O
(69) Cc1nnc(/N=C2\NC(=O)/C(=C/c3cccnc3)S2)s1
(70) CC(=O)O[C@H]1CC[C@]2(C)[C@H]3C(=O)C=C4[C@@H]5C[C@](C)(C(=O)N6CCCN(COC(=O)c7ccco7)CC6)CC[C@]5(C)CC[C@@]4(C)[C@]3(C)CC[C@H]2C1(C)C
Screen / compound no.,63,64,65,66,67,68,69,70
OVCAR-4,81,74,52,108,88,102,99,109
NCI-H23,80,81,46,96,94,99,94,98
OVCAR-3,115,88,83,106,93,105,110,115
IGROV1,74,100,25,92,97,102,108,112
NCI/ADR-RES,93,85,87,101,99,99,98,100
OVCAR-5,75,71,69,99,113,100,112,100
NCI-H522,93,66,86,89,18,101,104,89
OVCAR-8,94,69,/,101,92,123,110,108
SK-OV-3,87,84,68,101,/,96,110,104

Entries of single compounds as entered above:
`Cc1ncc(C(=O)Nc2ccc(CN3CCN(C)CC3)c(C(F)(F)F)c2)cc1C#Cc1cncc2ncccc12` is entered as OVCAR-4 = 52; NCI-H23 = 46; OVCAR-3 = 83; IGROV1 = 25; NCI/ADR-RES = 87; OVCAR-5 = 69; NCI-H522 = 86; OVCAR-8 = /; SK-OV-3 = 68
`COc1ccc(-c2ccc3c(c2)sc2nc(-c4ccc(F)cc4)cn23)cc1` is entered as OVCAR-4 = 74; NCI-H23 = 81; OVCAR-3 = 88; IGROV1 = 100; NCI/ADR-RES = 85; OVCAR-5 = 71; NCI-H522 = 66; OVCAR-8 = 69; SK-OV-3 = 84
